# Source: PubChem BioAssay (several laboratories)
# MsrA inh – bovine MsrA enzyme inhibitors, primary screen, biochemical, absorbance, HTS; purified bovine MsrA, absorbance read-out; inhibition, % at 15.5 µM; 360,000 compounds, 0.75% hits; AID 651718, 2012; in the data active = inhibition above about 4.5%;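 note: 0% = vehicle wells with enzyme and 100% = reference inhibitor wells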
# E coli Lon inh – inhibitors of E. coli Lon protease, primary screen, biochemical, fluorescence polarization. purified E. coli Lon protease. 360,000 compounds, 0.42% hits. AID 602123, 2011. inhibition, % at 7.94 µM. P0A9M0; in the data active = inhibition above about 13%, passing the limit was not always enough;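 note: 0% = enzyme with probe and DMSO and 100% = no enzyme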
# CSN inh – inhibitors of CSN-mediated cullin deneddylation, primary screen, biochemical, fluorescence polarization, uHTS; 360,000 compounds, 0.38% hits; inhibition, % at 12.5 µM; Purified CSN, SCF-Nedd8-OG deneddylation;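 active = pattern-corrected inhibition above about 35%, with an unprinted fluorescence ratio check between 0.5 and 1.5, limit read from the data, passing the limit was not always enough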;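 note: 0% = enzyme with substrate and 100% = substrate without enzyme; some results filed as inactive read as strong as hits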
#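 Material: human Csn5 produced in HEK293T cells; Input: enzyme 0.24 nM; Reagent: SCFSkp2-Nedd8OG substrate at 10 nM final; Dosing: 12.5 µM compound; Incubation: 90 min reaction at room temperature; Detection: fluorescence polarization of the substrate; Evaluation: % inhibition of substrate cleavage by Csn5; Control set: substrate-only high control, full reaction low control.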
# PABP1 MLLE inh – inhibitors of PABP1 MLLE–PAM2 peptide binding, primary screen, biochemical, fluorescence polarization, FITC-PAM2, GST-MLLE | inhibition, % at 20 µM | 360,000 compounds, 0.36% hits; in the data active = inhibition above about 35%, passing the limit was not always enough;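 note: plate controls were DMSO wells with GST-MLLE for no effect and wells lacking GST-MLLE protein for full effect; some results filed as inactive read as strong as hits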
# Neddyl block – inhibitors of cullin neddylation, primary screen, biochemical, TR-FRET, uHTS, NAE and Ubc12; calls only at 25 µM; 360,000 compounds, 0.58% hits; AID 651699, 2012; in the data active = inhibition above about 36%
# TbMetRS inhib – T. brucei MetRS inhibitors, primary screen, biochemical, luminescence. AID 624268, 2012. 360,000 compounds, 0.4% hits. methionyl-tRNA synthetase (Trypanosoma brucei brucei). inhibition, % at 11.9 µM. purified T. brucei MetRS, ATP depletion, Kinase-Glo luminescence;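 active = inhibition above a per-plate cutoff of the control wells' mean inhibition plus 3 SD, cut at about 5.5% in these data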;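 note: 0% = DMSO wells median and 100% = median of wells with control inhibitor compound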
#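 Material: parasite MetRS enzyme / Replication: singlicate, one well per compound / Signal: luminescence of leftover ATP / Schedule: 2 h aminoacylation at 25 °C after 15 min preincubation / Medium: HEPES-MgCl2-KCl buffer plus DTT, spermine, BSA, pyrophosphatase / Doses: 11.9 µM single point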
# FAS TE block – FAS thioesterase domain inhibitors, primary screen, biochemical, fluorescence intensity, uHTS; Fatty acid synthase (Homo sapiens), P49327; recombinant FAS-TE, OMFH fluorogenic substrate, fluorescence endpoint; inhibition, % at 15 µM; 360,000 compounds, 0.67% hits; AID 602261, 2012;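 active = compounds whose normalised, plate-corrected inhibition of enzyme fluorescence in the single-dose primary screen is 50% or more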;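 note: 0% = DMSO with enzyme and 100% = substrate without enzyme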
# Target sequence (P49327 whole entry, looked up, the tested form may be a part): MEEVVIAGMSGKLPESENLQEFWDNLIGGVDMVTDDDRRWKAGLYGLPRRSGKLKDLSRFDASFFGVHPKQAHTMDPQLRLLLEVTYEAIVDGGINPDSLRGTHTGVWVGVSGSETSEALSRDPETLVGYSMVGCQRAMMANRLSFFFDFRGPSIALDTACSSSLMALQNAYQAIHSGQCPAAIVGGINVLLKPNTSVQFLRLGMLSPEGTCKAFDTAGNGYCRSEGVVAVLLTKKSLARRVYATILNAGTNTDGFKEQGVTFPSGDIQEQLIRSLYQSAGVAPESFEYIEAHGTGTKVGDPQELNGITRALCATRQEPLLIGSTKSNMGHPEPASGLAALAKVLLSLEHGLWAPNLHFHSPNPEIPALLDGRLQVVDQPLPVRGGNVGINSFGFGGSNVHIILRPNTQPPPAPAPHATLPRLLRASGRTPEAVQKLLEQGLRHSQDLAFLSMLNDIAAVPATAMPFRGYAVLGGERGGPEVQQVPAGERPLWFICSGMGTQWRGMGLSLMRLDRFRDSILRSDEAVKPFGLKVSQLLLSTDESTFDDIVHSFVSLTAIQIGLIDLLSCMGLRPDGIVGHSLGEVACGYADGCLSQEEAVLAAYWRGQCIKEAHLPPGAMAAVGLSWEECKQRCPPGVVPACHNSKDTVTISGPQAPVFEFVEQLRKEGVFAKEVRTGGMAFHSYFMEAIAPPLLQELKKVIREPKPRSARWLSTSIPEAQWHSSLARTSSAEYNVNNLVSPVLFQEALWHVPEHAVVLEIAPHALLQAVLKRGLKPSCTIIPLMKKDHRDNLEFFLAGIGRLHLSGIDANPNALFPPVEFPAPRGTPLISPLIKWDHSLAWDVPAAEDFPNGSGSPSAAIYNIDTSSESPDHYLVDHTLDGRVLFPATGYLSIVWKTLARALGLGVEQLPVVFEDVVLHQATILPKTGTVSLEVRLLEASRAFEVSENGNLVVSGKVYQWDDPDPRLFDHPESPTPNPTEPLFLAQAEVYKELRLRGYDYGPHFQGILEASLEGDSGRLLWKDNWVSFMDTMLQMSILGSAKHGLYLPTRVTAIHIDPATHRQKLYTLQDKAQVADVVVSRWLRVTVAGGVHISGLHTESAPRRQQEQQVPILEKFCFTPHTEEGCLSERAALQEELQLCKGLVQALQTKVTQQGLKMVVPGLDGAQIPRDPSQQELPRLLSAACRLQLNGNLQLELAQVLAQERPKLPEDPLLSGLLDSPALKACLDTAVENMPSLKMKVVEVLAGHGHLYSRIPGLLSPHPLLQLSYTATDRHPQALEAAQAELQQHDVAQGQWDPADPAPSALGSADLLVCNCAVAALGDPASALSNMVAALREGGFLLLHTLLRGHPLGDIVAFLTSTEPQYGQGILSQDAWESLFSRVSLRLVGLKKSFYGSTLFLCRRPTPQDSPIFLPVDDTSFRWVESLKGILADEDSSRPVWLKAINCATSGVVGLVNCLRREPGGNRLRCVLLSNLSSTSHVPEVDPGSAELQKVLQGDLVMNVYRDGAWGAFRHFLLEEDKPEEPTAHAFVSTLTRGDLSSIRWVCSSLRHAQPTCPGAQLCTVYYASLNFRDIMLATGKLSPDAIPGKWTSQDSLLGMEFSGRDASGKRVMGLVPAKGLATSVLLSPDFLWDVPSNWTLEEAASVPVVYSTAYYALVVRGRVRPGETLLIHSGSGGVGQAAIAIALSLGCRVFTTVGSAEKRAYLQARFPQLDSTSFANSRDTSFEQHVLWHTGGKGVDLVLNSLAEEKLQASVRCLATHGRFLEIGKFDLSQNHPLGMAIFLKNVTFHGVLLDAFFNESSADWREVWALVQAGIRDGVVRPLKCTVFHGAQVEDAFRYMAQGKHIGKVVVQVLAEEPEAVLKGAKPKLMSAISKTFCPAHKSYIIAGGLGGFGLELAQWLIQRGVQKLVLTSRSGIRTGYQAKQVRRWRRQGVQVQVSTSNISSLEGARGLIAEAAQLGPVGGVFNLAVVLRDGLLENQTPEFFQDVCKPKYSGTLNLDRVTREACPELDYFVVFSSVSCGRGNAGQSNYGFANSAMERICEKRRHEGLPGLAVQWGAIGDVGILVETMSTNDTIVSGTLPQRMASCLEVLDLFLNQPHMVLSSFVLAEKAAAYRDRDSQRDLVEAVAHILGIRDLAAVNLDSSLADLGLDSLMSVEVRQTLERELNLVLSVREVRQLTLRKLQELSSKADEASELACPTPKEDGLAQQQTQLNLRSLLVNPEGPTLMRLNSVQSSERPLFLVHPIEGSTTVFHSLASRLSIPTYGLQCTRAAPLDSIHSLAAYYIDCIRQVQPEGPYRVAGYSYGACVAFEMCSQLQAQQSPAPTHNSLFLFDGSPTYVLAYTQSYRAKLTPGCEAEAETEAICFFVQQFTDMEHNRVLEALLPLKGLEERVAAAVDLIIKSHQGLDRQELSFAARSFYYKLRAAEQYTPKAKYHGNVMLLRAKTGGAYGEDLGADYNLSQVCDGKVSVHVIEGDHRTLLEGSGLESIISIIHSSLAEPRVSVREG
# Rin1-Abl PPI inh – inhibitors of Rin1-Abl protein binding, primary screen, biochemical, TR-FRET. 360,000 compounds, 0.4% hits. inhibition, % at 7.35 µM. Tyrosine-protein kinase ABL1 (Homo sapiens) + Ras and Rab interactor 1 (Homo sapiens), …; in the data active = inhibition above about 5%, passing the limit was not always enough
# bovine MsrA act – bovine MsrA enzyme activators, primary screen, biochemical, absorbance, HTS; 360,000 compounds, 0.3% hits; activation, % at 10.6 µM; Methionine sulfoxide reductase A (Bos taurus); AID 602163, 2012; purified bovine MsrA, absorbance read-out; in the data active = activation above about 7.5%;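 note: 0% = vehicle and 100% = reference activator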
# An asterisk follows results filed as active; i = inactive; x = no result given.
# A first look (6 entries):
SMILES,MsrA inh,E coli Lon inh,CSN inh,PABP1 MLLE inh,Neddyl block,TbMetRS inhib,FAS TE block,Rin1-Abl PPI inh,bovine MsrA act
Cc1ccccc1S(=O)(=O)NC(=O)C1(C)CCN1C(=O)CC(c1ccccc1)c1ccccc1 (stereo not drawn),-2.2,-4,-6,-6,i,-0.3,-7,-6,0
Cn1c(Cc2ccccc2)nnc1SCC(=O)c1ccc(Br)s1,0.8,-6,-8,-73,i,-1.0,-2,-6,-3
CC(=O)Nc1ccc(S(=O)(=O)NC(C)C(=O)OCCOc2ccc(F)cc2)cc1 (stereo not drawn),-0.5,-2,-4,-1,i,-0.1,2,2,-3
Cc1cccc(NC(=S)N(CCN(C)C)C(C)c2cccnc2)c1 (stereo not drawn),0.4,-7,3,11,i,-1.2,-4,3,-7
CC(C)=CCc1c2c(c3occ(-c4ccc(O)cc4)c(=O)c3c1O)C=CC(C)(C)O2,0.5,-6,1,8,i,-0.2,29,2,-3
CCCCn1c(SCc2ccc(C(=O)OC)o2)nc2cc(S(N)(=O)=O)ccc21,0.7,-12,1,-54,i,-0.8,8,2,-5

# Main list, previewed entries included:
SMILES,MsrA inh,E coli Lon inh,CSN inh,PABP1 MLLE inh,Neddyl block,TbMetRS inhib,FAS TE block,Rin1-Abl PPI inh,bovine MsrA act
Cc1ccccc1S(=O)(=O)NC(=O)C1(C)CCN1C(=O)CC(c1ccccc1)c1ccccc1 (stereo not drawn),-2.2,-4,-6,-6,i,-0.3,-7,-6,0
Cn1c(Cc2ccccc2)nnc1SCC(=O)c1ccc(Br)s1,0.8,-6,-8,-73,i,-1.0,-2,-6,-3
CC(=O)Nc1ccc(S(=O)(=O)NC(C)C(=O)OCCOc2ccc(F)cc2)cc1 (stereo not drawn),-0.5,-2,-4,-1,i,-0.1,2,2,-3
Cc1cccc(NC(=S)N(CCN(C)C)C(C)c2cccnc2)c1 (stereo not drawn),0.4,-7,3,11,i,-1.2,-4,3,-7
CC(C)=CCc1c2c(c3occ(-c4ccc(O)cc4)c(=O)c3c1O)C=CC(C)(C)O2,0.5,-6,1,8,i,-0.2,29,2,-3
CCCCn1c(SCc2ccc(C(=O)OC)o2)nc2cc(S(N)(=O)=O)ccc21,0.7,-12,1,-54,i,-0.8,8,2,-5
COc1ccc(Cl)cc1NC(=O)CN(C)C(=O)c1ccc2n[nH]nc2c1,0.9,15,-1,-17,i,-0.4,-12,7,-5
COc1ccccc1-c1cn[nH]c1-c1ccc(OCc2ccccc2F)cc1O,2.3,4,-1,3,i,0.0,-50,-2,0
C[C@@H]1CN([C@@H](C)CO)C(=O)CCCn2cc(nn2)CO[C@H]1CN(C)S(=O)(=O)c1ccccc1,0.1,1,1,-1,i,-0.3,-1,-1,0
CCOC(=O)c1c(NC(=O)Cc2ccccc2)sc2c1CCN(C)C2,0.3,-3,2,-4,i,0.0,-4,2,1
CCS(=O)(=O)c1ccc(O)c(NC(=O)Nc2ccc(C(C)(C)C)cc2)c1,2.4,-1,-2,-4,i,0.3,-5,2,-5
CCCCC(=O)N(C)c1c(CC)nc2c(OCC(=O)N(C)C)cccn12,-1.2,-3,-5,8,i,0.0,-8,-2,-4
O=C(NC1CCN(Cc2ccccc2)CC1)C1CCN(S(=O)(=O)c2ccc(Cl)cc2)CC1,0.3,3,-2,-7,i,0.4,-4,2,-1
O=C(Cc1ccc(S(=O)(=O)N2CCCC2)s1)N1CCN(c2ccccc2)CC1,0.0,-5,-1,0,i,-0.6,-6,2,-6
COc1ccc2[nH]c3c(c2c1)CCN1C(=O)C(CC(=O)NCc2cccc(C(F)(F)F)c2)C[C@H](C(=O)N2CCOCC2)[C@@]31C (stereo partly drawn),-0.7,-2,10,8,i,-1.4,3,0,-1
Cc1cc(C)cc(C(=O)OCC(=O)NCC(F)(F)F)c1,-0.5,2,1,-4,i,0.9,-10,-2,-1
N#Cc1cc(Oc2ccccc2)c(-n2nnc3ccccc32)cc1C#N,0.1,1,1,-3,i,0.4,1,0,-2
COc1ncccc1C(=O)N1CCCC(C(=O)c2cccc(OC(C)C)c2)C1 (stereo not drawn),0.5,-20,-5,16,i,-0.6,-10,-1,0
Cc1ccccc1-c1nc(CS(=O)(=O)CC(=O)Nc2cc(F)ccc2F)c(C)o1,0.1,0,0,4,x,3.7,13,-1,1
COCCn1cc(C(=S)N2CCOCC2)c2ccccc21,-0.1,6,-2,27,i,0.2,-5,-2,-3
CCOC(=O)c1cc2c(ccn2C)n1Cc1ccccc1C,0.8,-4,2,-6,i,-0.2,25,0,-2
Cc1cc(OC(C)C(=O)Nc2ccccc2C(=O)N2CCCC2)ccc1Cl (stereo not drawn),2.1,2,-2,-2,i,0.0,5,0,-2
Cc1cccc2c1cnn2C(=O)CCC(=O)N1CCC(C)CC1,-0.1,-3,5,-10,i,0.0,-1,1,-2
COc1cccc(N2CC(O)=C(c3nc4ccccc4c(=O)[nH]3)C2=N)c1,x,0,3,-4,x,-1.2,8,2,-13
O=C(NCC1CCCO1)c1nn2c(C(F)(F)F)cc(-c3cccs3)nc2c1Br (stereo not drawn),-0.5,8,2,-17,i,-0.8,-4,2,-3
CC(=O)c1c(O)c(C)c(O)c2c1OC1=Cc3c(c(C)nn3-c3ccccc3)C(=O)C12C (stereo not drawn),-0.2,-5,4,7,i,0.5,24,3,-2
CCOc1ccccc1NS(=O)(=O)c1ccc(OC)c(OC)c1,-0.1,0,3,8,i,-0.4,-5,3,1
Cc1ccc(NC(=S)NNC(=O)c2nn(C)cc2Cl)cc1,-0.5,-1,0,-14,i,0.5,-9,2,0
Cc1ccc(S(=O)(=O)NCc2cn3ccsc3n2)c(C)c1,0.9,-2,-2,-4,i,-0.1,-4,-4,1
CCN(CC)C(=O)C1CCCN(Cc2ccc(OC)c(C)c2C)C1 (stereo not drawn),0.4,4,4,-8,i,0.1,-8,-3,2
CCOC(=O)c1csc(NC(C)=O)n1,0.1,-11,0,6,i,1.8,-5,1,-3
Cc1ccc(OCCCC(=O)NC2CCCCC2)cc1,-1.1,8,-2,8,i,-0.6,-2,-1,0
COc1ccc(-n2cccc2C=O)cc1OC,-0.1,-11,-5,2,i,-0.2,-6,-4,-1
O=C(CCN1C(=O)c2ccccc2C1=O)NC(=S)Nc1ccccc1Cl,0.3,3,0,24,i,0.5,36,0,-4
O=C(N/N=C/c1ccc(OC(=O)c2ccccc2)c([N+](=O)[O-])c1)c1ccc(O)cc1,2.4,2,-9,2,i,-0.5,-2,0,-10
O=c1c(-c2c(O)cc(O)c3c(=O)cc(-c4ccc(O)cc4)oc23)c(-c2ccc(O)cc2)oc2cc(O)cc(O)c12,2.5,-9,31,-14,x,2.0,12,7,-6
Cc1ccccc1CN(CC1CCC(C(=O)O)CC1)C(=S)Nc1ccccc1F (stereo not drawn),-0.2,-7,-1,6,i,-0.6,-5,-2,-8
COc1ccc(NC(=O)c2cc3c(=O)n4ccccc4nc3n2C)c(OC)c1,1.0,6,-7,-9,i,-0.4,2,1,-9
O=C(Cn1nc(-c2ccccc2)ccc1=O)NCc1ccc(F)cc1,-0.1,1,-6,2,i,-0.1,6,-1,-2
O=S(=O)(Nc1ccc(O)c(Sc2nc3ccccc3s2)c1)c1ccc(F)cc1,-0.2,14,-8,11,i,1.0,10,1,-2
O=C(c1ccc2nc(-c3ccco3)c(-c3ccco3)nc2c1)N1CCN(c2ccccc2)CC1,2.6,-3,5,22,i,-0.4,21,-5,-2
COc1ccc2c(c1)C(c1ccccc1)NC(=O)C2 (stereo not drawn),-1.1,5,0,-5,i,-0.5,-10,3,-4
Cc1ccc(Cl)cc1NC(=S)N(CCN(C)C)C(C)c1ccccn1 (stereo not drawn),0.7,-12,1,-17,i,0.4,-3,-1,-2
CCn1c(SCC(=O)Nc2cc(C)on2)nnc1-c1ccncc1,-0.3,-2,-2,-36,i,-1.5,-8,-1,-2
Cc1ccc(S(=O)(=O)N(C)C[C@@H]2Oc3ncc(Br)cc3C(=O)N([C@H](C)CO)C[C@@H]2C)cc1,-0.4,-4,2,-1,i,-0.1,-8,2,-1
O=S(=O)(Cc1nnnn1-c1ccccc1)c1ccccc1,-0.5,-6,0,9,i,-0.1,-4,-2,-1
COc1ccccc1-c1nnc(SCC(=O)NC2CCCCC2)n1N,-0.5,-16,-4,5,i,-0.3,-5,1,0
CN(C)/N=C/c1ccc(OS(=O)(=O)c2ccccc2)cc1,0.2,-4,-3,-2,i,0.0,2,0,-1
Cc1cccc(-c2nnc(SCC(=O)NC3CCCC3)o2)c1,-0.6,-4,3,4,i,-0.2,-2,2,-1
O=C(NCc1ccccc1CN1CCCC1)c1cccc(S(=O)(=O)N2CCCC2)c1,0.5,-13,5,-25,i,-0.6,-10,1,-7
COC(=O)C1=C(Nc2ccc(C)cc2)C=C(C)C(C(=O)OC)C1c1ccc(OC)cc1 (stereo not drawn),-0.3,-1,-5,-4,i,-0.8,13,-3,0
CN(CC(=O)NC1CCCCC1)S(=O)(=O)c1ccc(Cl)cc1,-1.4,-5,6,2,i,-0.8,-3,-2,-3
S=C(NCc1ccc2[nH]c3c(c2c1)CCCC3)Nc1ccccc1Cl,0.5,1,-3,20,i,-0.7,12,-2,1
CN(CC(=O)Nc1cccc(F)c1)C(=O)c1cn(-c2ccccc2)nc1-c1ccccc1,0.2,-7,0,-18,i,2.2,13,-2,-1
CCCc1ccc(S(=O)(=O)N2CCN(C(C)C(=O)NCc3ccccc3)CC2)cc1 (stereo not drawn),-0.2,5,-4,-4,i,-0.2,11,2,-2
CCOC(=O)C1(CCOc2ccccc2)CCN(Cc2cccc(-n3cccn3)c2)CC1,-0.4,-2,-3,9,i,0.4,17,1,1
O=C(Nc1cccc(Cl)c1)NC1CC2CCC(C1)N2Cc1cccs1 (stereo not drawn),-0.7,3,-3,9,i,1.0,-3,4,0
CCCCNC(=O)C1(C)CCN1C(=O)c1cccc(OC(F)(F)F)c1 (stereo not drawn),-0.9,-1,3,5,i,-0.3,-4,2,-3
CC1=NN(c2ccccc2)C(=O)/C1=C\c1sccc1C,-0.5,9,1,18,i,-0.3,-8,-3,-1
CCC(=O)N1c2ccc(S(=O)(=O)NCc3ccco3)cc2CC1C (stereo not drawn),-0.2,3,4,-16,i,0.0,-5,0,-1
# Further results follow.
SMILES,MsrA inh,E coli Lon inh,CSN inh,PABP1 MLLE inh,Neddyl block,TbMetRS inhib,FAS TE block,Rin1-Abl PPI inh,bovine MsrA act
CC(=O)c1ccc(OC(=O)C2c3ccccc3Oc3ccccc32)cc1,0.1,-4,6,-3,i,0.4,25,2,-1
CC(C)(C)N1C(=O)c2ccc(C(=O)Nc3nccs3)cc2C1=O,1.1,3,3,0,i,-0.8,-57,-2,-3
O=C(NCCCN1CCOCC1)c1ccccc1-c1ccccc1,-0.9,-6,-2,-1,i,-1.1,-7,1,-13
Cc1cc(-c2nnc(SCC(=O)Nc3ccccc3)n2C)no1,1.2,9,0,-12,i,0.8,-1,1,-4
CCOC(=O)C1(C)NC(c2ccco2)C2C(=O)N(C)C(=O)C21 (stereo not drawn),-0.3,-6,-4,4,i,-2.6,-6,2,-9
